KCNQ2 inh – KCNQ2 potassium channel inhibitors, primary screen, cell-based, CHO-K1, FluxOR thallium flux, B-score (AID 2156); Potassium voltage-gated channel subfamily KQT member 2 (Rattus norvegicus), O88943; 20 min; active compounds read low; B-score at 10 µM; hit rate 1.1% among 310,000;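 active = fluorescence ratio B-score at most minus 3 library SDs, with starting brightness B-score within 2 library SDs, cut at about -5.5 in these data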
Target sequence (O88943 whole entry, looked up): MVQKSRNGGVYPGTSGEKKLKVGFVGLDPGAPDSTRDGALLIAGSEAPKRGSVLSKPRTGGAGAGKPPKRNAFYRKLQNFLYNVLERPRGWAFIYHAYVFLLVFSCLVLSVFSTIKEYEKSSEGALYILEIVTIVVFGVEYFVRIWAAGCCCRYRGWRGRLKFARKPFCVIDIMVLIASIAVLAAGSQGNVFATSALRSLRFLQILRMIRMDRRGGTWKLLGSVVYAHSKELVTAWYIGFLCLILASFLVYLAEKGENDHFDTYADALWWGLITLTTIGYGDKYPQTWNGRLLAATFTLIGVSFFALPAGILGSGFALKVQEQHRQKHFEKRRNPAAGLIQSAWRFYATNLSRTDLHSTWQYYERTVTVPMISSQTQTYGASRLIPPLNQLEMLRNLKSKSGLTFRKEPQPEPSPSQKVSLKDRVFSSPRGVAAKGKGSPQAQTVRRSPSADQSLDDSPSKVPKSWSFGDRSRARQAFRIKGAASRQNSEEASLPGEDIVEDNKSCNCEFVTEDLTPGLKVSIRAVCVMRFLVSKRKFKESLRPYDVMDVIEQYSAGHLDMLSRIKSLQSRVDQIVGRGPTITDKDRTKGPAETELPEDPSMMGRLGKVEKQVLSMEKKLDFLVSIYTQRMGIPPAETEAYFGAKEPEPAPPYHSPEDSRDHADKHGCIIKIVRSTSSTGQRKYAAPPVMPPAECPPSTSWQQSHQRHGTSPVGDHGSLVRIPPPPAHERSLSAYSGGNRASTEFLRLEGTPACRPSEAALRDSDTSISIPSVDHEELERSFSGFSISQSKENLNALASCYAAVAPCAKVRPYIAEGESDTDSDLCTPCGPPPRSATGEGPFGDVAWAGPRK
Kir21 inh – inhibitors of mouse Kir2.1 inward-rectifier potassium channel. Inward rectifier potassium channel 2 (Mus musculus), P35561. HEK293-Kir2.1, FluxOR thallium flux fluorescence; active compounds read low. B-score at 10 µM. hit rate 0.85% among 310,000. AID 1672, 2009;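 active = fluorescence ratio B-score at or below minus 3 SD of library scores, with starting-brightness B-score within 2 SD, cut at about -4.2 in these data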;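 also: channel flux triggered by added potassium and thallium sulfate stimulus; B-score of peak minus minimum fluorescence over baseline after thallium stimulus; more negative B-score means stronger Kir2.1 block with less thallium influx; some compounds called inactive have numbers as strong as hits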
CHT inh – inhibitors of human choline transporter CHT; High affinity choline transporter 1 (Homo sapiens), Q9GZV3; hit rate 0.86% among 310,000; B-score at 10 µM; CHT-expressing cells, membrane potential dye, choline response; active compounds read low;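 active = B-score over 3 SD under the library average, and starting fluorescence ratio not unusually high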;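 also: choline stimulus applied at its EC90 after an EC20 pre-addition; B-score computed on integrated fluorescence ratio after choline addition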
Starred values were filed as active, the others as inactive; i = inactive; · = no result given; & = joins results of further samples. Not a hit list. About 2.6% of those tested had a hit in this group.

Start of the data: the first 4 entries (preview)
Every second line gives: KCNQ2 inh	Kir21 inh	CHT inh
CCCC(=O)NC(c1ccc(OC)cc1)c1c(O)ccc2ccccc12 (stereo not given)
→ i	-0.02	i
CC(=O)NC1(C(F)(F)F)NC(=O)N(c2ccc(F)cc2)C1=O (stereo not given)
→ i	0.54	i
O=C1N/C(=C/c2cccn2-c2ccc(F)cc2)C(=O)N1Cc1ccccc1F
→ i	1.33	i
CCC(C)NC(=O)CC(NS(=O)(=O)c1ccc(Cl)cc1)c1ccco1 (stereo not given)
→ i	-1.17	i

Main list, from the first entry:
Every second line gives: KCNQ2 inh	Kir21 inh	CHT inh
CCCC(=O)NC(c1ccc(OC)cc1)c1c(O)ccc2ccccc12 (stereo not given)
→ i	-0.02	i
CC(=O)NC1(C(F)(F)F)NC(=O)N(c2ccc(F)cc2)C1=O (stereo not given)
→ i	0.54	i
O=C1N/C(=C/c2cccn2-c2ccc(F)cc2)C(=O)N1Cc1ccccc1F
→ i	1.33	i
CCC(C)NC(=O)CC(NS(=O)(=O)c1ccc(Cl)cc1)c1ccco1 (stereo not given)
→ i	-1.17	i
CC1(C)Cc2c(c(N3CCOCC3)nc3sc(C(N)=O)c(N)c23)CO1
→ i	0.33	i
Cc1ccc(Oc2cc(NC(=O)CCCn3nc([N+](=O)[O-])c(Cl)c3C)cc([N+](=O)[O-])c2)cc1
→ i	0.5	i
COc1ccc(/C=C2\SC(=O)N(CCCC(=O)Nc3ccc(C(=O)O)cc3)C2=O)cc1OC
→ i	0.13	i
COc1cccc(C(=O)COc2ccccc2-c2ccccc2)c1
→ i	-0.01	i
CC(NCC(=O)Nc1cc(S(=O)(=O)N2CCCCCC2)ccc1Cl)c1ccccc1 (stereo not given)
→ i	1.17	i
CCCN1CCN(C(=O)C(C)n2nc(C)c3sc4ccccc4c3c2=O)CC1 (stereo not given)
→ i	0.02	i
CC(C)[C@@H]1COC(c2cccc(C3=N[C@H](C(C)C)CO3)n2)=N1
→ i	-0.82	i
CCOc1ccc(N(C(=O)c2snc(C(N)=O)c2N)C(CC)C(=O)NC2CCCC2)cc1 (stereo not given)
→ i	0.03	i
COc1ccc(OCc2cc(C(=O)N3CCSCC3)no2)c(Cl)c1
→ i	-2.45	i
O=C(NCc1nnnn1-c1ccc(F)cc1)C1CC(=O)N(c2ccc(F)cc2)C1 (stereo not given)
→ i	0.45	i
COc1ccccc1CNC(=O)C1CCN(C(=O)NC2CCCCC2)CC1
→ i	0.95	i
CCOc1ccc(CN2CCN(Cc3ccc4cc(F)ccc4n3)CC2CCO)cc1 (stereo not given)
→ i	-1.28	i
CCOC(=O)C1CC(c2ccc(Cl)cc2)=NNC1=O (stereo not given)
→ i	0.03	i
CC(=O)c1cccc(N(C(=O)c2ccco2)C(C(=O)NC2CCCC2)c2ccc(N3CCOCC3)cc2)c1 (stereo not given)
→ i	-0.31	i
O=C(CCCn1c(=O)oc2ccccc21)N1CCc2ccccc2C1
→ i	-0.33	i
CCOC(=O)c1ccc(N2C(=O)C(O)=C(C(C)=O)C2c2ccc(O)c(OC)c2)cc1 (stereo not given)
→ i	-0.71	i
Cc1cccc(C)c1NC(=O)CN(c1ccccn1)S(=O)(=O)c1ccc(F)cc1
→ i	0.49	i
Cc1cc(C)nc(/N=C2\NC(=O)CC(C(=O)O)N2CCc2c[nH]c3ccccc23)n1 (stereo not given)
→ i	-0.01	i
CC1(C)CC(CC(=O)Nc2ccc([N+](=O)[O-])cc2)C(=O)O1 (stereo not given)
→ i	-0.1	i
O=C(CNC(=O)c1ccco1)OCc1ccc(C(=O)c2ccccc2)cc1
→ i	-0.69	i
Cc1c(C(=O)Nc2ccc(F)cc2)sc2ncn(CC(=O)N3CCCCC3)c(=O)c12
→ i	-2.37	i
Cc1ncc(C[n+]2csc(CCO)c2C)c(N)n1
→ i	-1.54&0.13	i
Cc1ccc(S(=O)(=O)C2(C(=O)N3CCCC(C)C3)CC2)cc1 (stereo not given)
→ i	0.61	i
COc1ccc(F)cc1C(=O)C1CCCN(Cc2c(C)n(C)n(-c3ccccc3)c2=O)C1 (stereo not given)
→ i	-0.35	i
Cc1cc(Br)c2[nH]cc(CCNC(=O)c3ccco3)c2c1
→ i	-1.44	i
COc1ccc(C2(c3ccc(OC)cc3)NC(=O)N(CC(=O)Nc3ccc(C(=O)N(C)C)cc3)C2=O)cc1
→ i	1.05	i
COc1cccc(C(=O)c2cn(CC(=O)NCc3ccco3)c3nc(C)ccc3c2=O)c1
→ i	0.3	i
CCOCCCNC(=O)C1(O)c2ccccc2NC(=O)N1c1ccc(C)c(C)c1 (stereo not given)
→ i	0.01	i
Cc1ccc(CNC(=O)Cn2cncn2)cc1
→ i	-2.04	i
CCSCc1nnc(SCC(=O)Nc2cccc(SC)c2)n1C
→ i	0.2	i
Cc1c(C(=O)N2CCCC2)oc2c1-c1nn(CC(=O)NCCCOC(C)C)cc1CC2
→ i	0.01	i
CCOc1ccc(C(=O)NCC(=O)Nc2ccc(N3CCOCC3)cc2)cc1OCC
→ i	0.77	i
CCOc1ccc(C(=O)Cn2cnnc2C#N)cc1
→ i	0.59	i
Cc1c(/C(O)=C2/C(=O)C(=O)N(CCN3CCOCC3)C2c2ccccn2)cnn1-c1ccccc1 (stereo not given)
→ i	-0.02	i
COc1ccc(-c2nnc(NC(=O)C(C)C)o2)cc1
→ i	-0.03	i
c1ccc(C2Nc3cccc4cccc(c34)N2)cc1
→ i	0.86	i
O=C(N1CCCC1)C12CC3CC(C1)CC(C(=O)N1CCCC1)(C3)C2
→ i	0.55	i
O=C(CCNC(=O)c1ccccc1Cl)NCC1CCCO1 (stereo not given)
→ i	0.39	i
COc1ccc(C2c3ccsc3CCN2C(C)=O)cc1 (stereo not given)
→ i	-0.89	i
S=c1[nH]nc(CSc2nc3ccccc3s2)n1Cc1ccccc1
→ i	-1.55	i
O=C(CS(=O)(=O)c1cn(CC(=O)N2CCCC2)c2ccccc12)Nc1ccccc1
→ i	-0.28	i
Nc1nccc(/C=C/c2c(F)cccc2Cl)n1
→ i	-0.63	i
Cc1cc(NC(=O)CN2C(=O)NC3(CCC(C)CC3)C2=O)no1 (stereo not given)
→ i	1.4	i
O=C(CN1C(=O)C2CC=CCC2C1=O)Nc1ccccc1N1CCCC1 (stereo not given)
→ i	-1.91	i
Cc1cc(F)ccc1S(=O)(=O)N1CCCOC1CNC(=O)C(=O)NC1CCCC1 (stereo not given)
→ i	-0.25	i
CC(C)(C)S(=O)c1cccs1 (stereo not given)
→ i	0.51	i
Cc1ccc(CNC(=O)Nc2ccc3c(c2)N(C)C(=O)CS3)cc1
→ i	-0.45	i
Cc1c(-c2ccccc2)cn2c1-c1ccc(C)n1CC2
→ i	-2.18	i
CCN1CNC(=S)N(c2ccccc2OC)C1
→ i	-0.25	i
O=C(CSc1nnc(Cc2cccs2)n1C1CCCCC1)N1CCCc2ccccc21
→ -6.45*	-3.44	i
N#CC1=C(N)N(c2ccc(Oc3ccccc3)cc2)C(=O)C1
→ i	-0.84	i
COC(=O)c1cc(S(=O)(=O)N2CCN(c3ccccc3F)CC2)c[nH]1
→ i	0.01	i
COc1ccc(C(=O)N2CC(=O)Nc3ccc(C)cc3C2c2ccccc2)cc1 (stereo not given)
→ i	2.31	·
O=C(N/C(=C/c1ccc(Cl)cc1)C(=O)N1CCCC1)c1ccccc1
→ i	0	i
COc1ccc(C(=O)C(OC(=O)c2ccccc2)c2ccccc2)cc1 (stereo not given)
→ -7.05*	-0.67	i
CCn1c(CN2CCOCC2)nnc1SCC(=O)Nc1ccc(C)cc1
→ i	0.68	i

Other entries.
Every second line gives: KCNQ2 inh	Kir21 inh	CHT inh
CC(Oc1ccc(C(=O)c2ccccc2)cc1)C(=O)N1CCOCC1 (stereo not given)
→ i	0.99	i
CCCC1=Nc2cc(C(=O)N3CCCC3)ccc2Sc2ccc(C)cc21
→ i	-2.6	i
COc1ccc(NC(=O)CSc2nnc(N)s2)cc1
→ i	0.05	i
O=C1COc2ccc(S(=O)(=O)N3CCCCC3)cc2N1
→ i	0.34	i
Cc1onc(-c2ccccc2)c1C(=O)n1nnc2ccccc21
→ i	-0.63	i
C=C1CCC2C(C)(C)[C@H](O)CC[C@@]2(C)[C@@H]1COc1cc(=O)oc2ccccc12 (stereo not given in full)
→ i	0.3	i
CCCOC(=O)c1ccc(NC(=O)CN(C)Cc2cccs2)cc1
→ i	-1.61	i
O=C(O)COc1ccccc1/C=N/NC(=O)CSc1nc2ccccc2n1Cc1ccccc1Cl
→ i	2.82	i
CCN(C(=O)COC(=O)c1ccccc1NCCO)c1cccc2ccccc12
→ i	-2.78	i
CCC(c1nnc(SCC(=O)NCCc2ccc(Cl)cc2Cl)o1)N(C)C (stereo not given)
→ i	1.3	i
Cc1ccccc1N1C(=O)C2ON(c3ccccc3)C(c3cccnc3)C2C1=O (stereo not given)
→ i	1.58	i
CC(c1ccco1)N(C(=O)c1cc(Cl)cc(Cl)c1)c1ccccn1 (stereo not given)
→ i	-2.56	i
Oc1cccc(Nc2nc(NCC3CCCO3)c3ccccc3n2)c1 (stereo not given)
→ i	-8.07*	i
Cc1ccc(C(=O)COC(=O)C2CC(=O)N(c3nc(-c4ccccc4)cs3)C2)cc1C (stereo not given)
→ i	0.65	i
COc1ccc(NC(=O)c2cccc(-n3c(C)ccc3C)c2)c(OC)c1
→ i	-0.13	i
O=C(COC(=O)c1cc(-c2ccco2)nc2ccccc12)NCc1ccc2c(c1)OCO2
→ i	1.14	i
O=C(COC(=O)Cc1ccc(Br)cc1)NC1CCCCCC1
→ i	-2.92	i
Cc1cnc(C(=O)OCC(=O)Nc2sc3c(c2C#N)CCC3)cn1
→ i	-1.3	i
COc1ccccc1NC(=O)Nc1ccccc1C#N
→ i	-2.2	i
CCN(CC)CCC(c1ccc(N(C)C)cc1)c1c(OC)cc(OC)c2ccc(=O)oc12 (stereo not given)
→ i	-1.3	i
COc1ccc(OC)c(CN2CCC(Cc3ccccc3)CC2)c1
→ i	-0.28	i
CC(C)c1cccc(C(C)C)c1NC(=O)COC(=O)c1ccc2c(c1)S(=O)(=O)c1ccccc1C2=O
→ i	-0.83	i
COC(=O)c1cnn(-c2ccccc2)c1C(OC)OC
→ i	0.36	i
COc1ccc(C(=O)Cc2ccc(OC)c(OC)c2)cc1
→ i	0.7	i
O=C(COc1ccccc1)NCc1n[nH]c(=S)n1-c1ccccc1
→ i	0.47	i
COc1cc(N)c(Cl)cc1C(=O)OCC(=O)NC1CCCC1
→ i	-0.19	i
CCOc1ccc(CCNC(=O)COC(=O)CNS(=O)(=O)c2ccc(NC(C)=O)cc2)cc1OCC
→ i	-0.03	i
CCN(CC)CCN1C(=O)C(=O)/C(=C(/O)c2c(C)[nH]c(C(=O)OC)c2C)C1c1ccco1 (stereo not given)
→ i	0.55	i
O=C(Nc1cc([N+](=O)[O-])ccc1N1CCCC1)c1cccs1
→ i	1.23	i
Nn1c(SCc2nc3ccccc3[nH]2)nnc1-c1cccnc1
→ i	0.01	i
CCC(=O)NC(c1ccccc1Cl)c1c(O)ccc2ccccc12 (stereo not given)
→ i	1.88	i
O=C(O)CC(CC(=O)Nc1ccc(C(=O)O)cc1)c1ccccc1 (stereo not given)
→ i	-0.01	i
CCc1nn(CCCC(=O)N2CCN(c3cccc(C)c3C)CC2)c(=O)c2cc3occc3n12
→ i	0.96	i
CCCCn1c2nc3ccccc3nc2c2c(=O)n(CCC)cnc21
→ i	1.27	i
CCCCn1c(N)c(N(CCOC)C(=O)C2CCN(S(=O)(=O)c3ccc(F)cc3)CC2)c(=O)[nH]c1=O
→ i	1.97	i
Cc1ccc(NC2Nc3cc(C)nn3S2)c(C)c1 (stereo not given)
→ i	-1.31	i
O=C(c1ccccc1F)N(Cc1nc2ccccc2c(=O)[nH]1)C1CCCC1
→ i	-1.73	i
O=C(NC1CCCCC1NC(=O)c1cccs1)c1cccs1 (stereo not given)
→ i	0.55	i
CN(C)C(=O)Cn1c(SCC(=O)Nc2ccc3c(c2)OCO3)nc2ccccc21
→ i	0.98	i
Cc1cccc(CN2CCC(C(=O)Nc3ccc(Oc4cccnc4)cc3)CC2)c1
→ i	-4.28*	i
COc1ccc(OC)c(NC(=O)c2cc(OC(C)=O)cc(C(=O)Nc3cc(OC)ccc3OC)c2)c1
→ i	0.39	i
CC(=O)C(Cc1ccccc1)NC(=O)CN1CCc2ccccc2C1 (stereo not given)
→ i	-0.16	i
NC(=O)CC(NC(=O)c1cccc(Br)c1)c1ccc(NC2CCN(Cc3ccccc3)CC2)c([N+](=O)[O-])c1 (stereo not given)
→ i	-1.04	i
Cc1cc(-c2ccccc2C(=O)NCc2ccccc2)on1
→ i	-0.37	i
Cc1cccc(-c2noc(CCc3ccccc3)n2)c1
→ i	0.18	i
Cn1c(SCC(=O)N2c3ccccc3Sc3ccccc32)nc2ccccc21
→ i	-1.19	i

Whole records from above:
`CC(=O)C(Cc1ccccc1)NC(=O)CN1CCc2ccccc2C1` (stereo not given) as listed: KCNQ2 inh = i; Kir21 inh = -0.16; CHT inh = i
`Cn1c(SCC(=O)N2c3ccccc3Sc3ccccc32)nc2ccccc21` as listed: KCNQ2 inh = i; Kir21 inh = -1.19; CHT inh = i
